HTR2A ag = agonists of mouse serotonin 5-HT2A receptor (HTR2A). P35363. CHO-K1 mHTR2A beta-arrestin complementation, luminescence; percent of 30 µM serotonin response. activation, % at 7.6 µM. 360,000 compounds, 0.66% hits;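 active = activation above a run cutoff, the mean activation of all tested compounds plus 3 SD, cut at about 14% in these data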;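 also: 0% = plate median of compound wells and 100% = 30 µM serotonin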
TLR9-MyD88 block = TLR9-MyD88 interaction inhibition | Q9NR96+Q99836 | CHO BLA complementation TLR9-MyD88, CCF4 FRET ratio | inhibition, % at 4.98 µM | 340,000 compounds, 0.21% hits | AID 504734;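 active = inhibition above the mean over all tested compounds plus 3 SD, cut at about 21% in these data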;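 also: 0% = DMSO only wells and 100% = clavulanate BLA inhibitor control wells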
MC4R antagonist = human MC4R antagonism in cAMP assay; P32245; MC4R-expressing cells, MTII-stimulated cAMP, LANCE TR-FRET; inhibition, % at 6.5 µM; 360,000 compounds, 0.48% hits;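 active = inhibition above its plate's cutoff, the mean of tested wells on that plate plus 3 SD, cut at about 29% in these data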;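 also: 0% = Melanotan II alone and 100% = Melanotan II plus saturating MCL0020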
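System: U2OS-MC4R stable cell line; Technique: Eu-cAMP/anti-cAMP TR-FRET, emission 671 nm; Repeats: single well per compound; Also added: Melanotan II; Dosing: one concentration, 6.5 µM nominal; Schedule: 30-min compound, 1-h challenge, 1-h detection, room temperature.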
NOD2 RIPK2 PPI = NOD2-RIPK2 protein interaction inhibition. O43353. CHO BLA complementation NOD2-RIPK2, CCF4 ratio. inhibition, % at 4.98 µM. 360,000 compounds, 0.38% hits; in the data active = inhibition above about 21%;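 also: 0% = vehicle only and 100% = reference blocker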
ABHD5 PLIN5 PPI = inhibitors of human ABHD5-perilipin-5 interaction | Q00G26+Q8WTS1 | Split G. princeps luciferase complementation, luminescence, 4 h | inhibition, % at 4 µM | 360,000 compounds, 0.78% hits;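 active = inhibition above the mean inhibition across every tested compound plus 3 SD, cut at about 22% in these data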;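 also: 0% = DMSO only wells and the 100% control is not disclosed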
N-glyco inh = N-linked glycosylation inhibition. D54 ERlucT glycosylation luciferase reporter, 24 h; percent of 100 nM tunicamycin response. reporter increase, % at 12.5 µM. 360,000 compounds, 0.23% hits;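 active = mean luciferase reporter signal, scaled so untreated is 0 and the glycosylation-blocking control 100, at or above a set limit in every replicate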;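 also: luciferase carries N-glycosylation sites so blocking glycosylation raises the light; 0% = median of neutral control wells and 100% = median of 100 nM tunicamycin wells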
MC4R ag barr = activates human MC4R beta-arrestin recruitment | U2OS MC4R beta-arrestin complementation, luminescence; percent of melanotan II response, DMSO zero | P32245 | 360,000 compounds, 0.98% hits | activation, % at 8.9 µM | AID 540308;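 active = activation above a per-plate cutoff, the mean activation of sample wells on that plate plus 3 SD, cut at about 8% in these data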
SRC2 inh = human SRC2 (NCOA2) inhibition. 370,000 compounds, 0.17% hits. HEK293 GAL4-SRC2 luciferase reporter, luminescence. inhibition, % at 9 µM. Q15596;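 active = inhibition above the mean inhibition of all tested compounds plus 3 SD, set per campaign, cut at about 52% in these data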;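 also: 0% = DMSO treated cells and 100% = cells given Gossypol at 36 µM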
Target sequence (Q15596 whole entry, looked up, the tested form may be a part): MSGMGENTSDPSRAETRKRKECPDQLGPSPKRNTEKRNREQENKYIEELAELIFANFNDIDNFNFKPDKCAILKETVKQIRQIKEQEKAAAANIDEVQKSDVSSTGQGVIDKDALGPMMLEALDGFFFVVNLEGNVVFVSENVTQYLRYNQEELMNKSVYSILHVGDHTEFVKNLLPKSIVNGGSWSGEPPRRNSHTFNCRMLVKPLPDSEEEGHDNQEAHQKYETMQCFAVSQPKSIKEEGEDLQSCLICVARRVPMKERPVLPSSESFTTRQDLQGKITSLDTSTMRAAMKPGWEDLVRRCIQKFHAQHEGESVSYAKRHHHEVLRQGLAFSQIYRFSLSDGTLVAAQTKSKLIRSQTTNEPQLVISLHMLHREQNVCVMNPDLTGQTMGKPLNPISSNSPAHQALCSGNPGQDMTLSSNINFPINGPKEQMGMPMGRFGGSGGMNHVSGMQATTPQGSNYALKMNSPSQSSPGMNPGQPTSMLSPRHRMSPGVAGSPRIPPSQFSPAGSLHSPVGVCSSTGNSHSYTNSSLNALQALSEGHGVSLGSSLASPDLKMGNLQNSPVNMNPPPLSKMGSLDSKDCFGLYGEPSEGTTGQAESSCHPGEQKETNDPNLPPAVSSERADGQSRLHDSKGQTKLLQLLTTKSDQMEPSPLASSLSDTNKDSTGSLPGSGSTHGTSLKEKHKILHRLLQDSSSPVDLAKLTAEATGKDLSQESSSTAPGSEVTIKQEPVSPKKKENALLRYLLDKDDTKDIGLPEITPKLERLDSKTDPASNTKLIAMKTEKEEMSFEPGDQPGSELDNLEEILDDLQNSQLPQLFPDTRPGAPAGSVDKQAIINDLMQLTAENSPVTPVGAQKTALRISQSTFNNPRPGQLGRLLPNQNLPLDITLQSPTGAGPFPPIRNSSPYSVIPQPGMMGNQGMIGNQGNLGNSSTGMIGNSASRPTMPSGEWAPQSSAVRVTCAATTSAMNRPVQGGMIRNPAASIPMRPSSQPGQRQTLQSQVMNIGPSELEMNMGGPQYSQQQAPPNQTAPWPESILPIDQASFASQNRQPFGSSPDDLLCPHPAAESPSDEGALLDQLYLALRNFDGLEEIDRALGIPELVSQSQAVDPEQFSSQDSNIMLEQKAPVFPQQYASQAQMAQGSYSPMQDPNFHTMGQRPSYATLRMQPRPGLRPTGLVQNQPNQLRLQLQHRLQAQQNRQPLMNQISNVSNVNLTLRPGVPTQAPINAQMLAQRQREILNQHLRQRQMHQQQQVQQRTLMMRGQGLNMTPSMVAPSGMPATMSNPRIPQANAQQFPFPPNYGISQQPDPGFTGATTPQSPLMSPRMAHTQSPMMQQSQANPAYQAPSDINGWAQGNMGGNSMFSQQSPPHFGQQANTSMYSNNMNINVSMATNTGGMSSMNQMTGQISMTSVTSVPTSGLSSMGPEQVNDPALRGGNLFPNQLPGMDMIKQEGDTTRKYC
ABCB6 inh MLPCN = blocks the human ABCB6 transporter | Q9NP58 | K562-ABCB6 porphyrin accumulation, flow cytometry, 1 h; stronger effect = lower value | fluorescence ratio to DMSO, % at 10 µM | 360,000 compounds, 0.19% hits | AID 602162;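 active = fluorescence ratio to DMSO below 75%, the collection mean minus 3 SD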;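 also: signal is porphyrin accumulated inside mitochondria; 100% equals median channel fluorescence of DMSO control wells; lower ratio means ABCB6 inhibition with less porphyrin fluorescence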
Cardio protect = protects H9c2 cardiomyocytes from peroxide injury; H2O2 injury protection, ATPLite, 2 h; protection from H2O2 cell death, % at 20 µM; 360,000 compounds, 0.63% hits;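 active = compounds giving at least 50% protection of heart cells from peroxide-induced death in the single-dose screen, raw or plate-pattern-corrected value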;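 also: 0% = DMSO wells with peroxide and 100% = DMSO wells without peroxide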
An asterisk follows results filed as active; & = joins results of further samples. This is a subset (hit frequency here may not be typical).

For Cc1ccnc2nc(C(=O)OCC(=O)NC(=O)NCc3ccco3)nn12 the results were HTR2A ag 0, TLR9-MyD88 block -5, MC4R antagonist 2, NOD2 RIPK2 PPI -2, ABHD5 PLIN5 PPI 8, N-glyco inh 2, MC4R ag barr -1.3, SRC2 inh 0, ABCB6 inh MLPCN 100 and Cardio protect 5.
Screening CCS(=O)(=O)c1nc(S(=O)(=O)c2ccc(Cl)cc2)c(NCCCN2CCCC2=O)s1 returned HTR2A ag -1, TLR9-MyD88 block -9, MC4R antagonist -2, NOD2 RIPK2 PPI -4, ABHD5 PLIN5 PPI 0, N-glyco inh 3, MC4R ag barr 1.3, SRC2 inh 11, ABCB6 inh MLPCN 97 and Cardio protect 4.
Screening COc1cccc(/C=C/C(=O)N2CCN(c3n[nH]c(=O)[nH]c3=O)CC2)c1OC returned HTR2A ag 4, TLR9-MyD88 block -7, MC4R antagonist 10, NOD2 RIPK2 PPI -3, ABHD5 PLIN5 PPI 2, N-glyco inh 2, MC4R ag barr -0.6, SRC2 inh 10, ABCB6 inh MLPCN 99 and Cardio protect 4.
`O=C(O)c1ccc(Cl)c(NC(=O)C2CCN(S(=O)(=O)c3ccc4c(c3)OCCO4)CC2)c1` gave HTR2A ag -5, TLR9-MyD88 block 8, MC4R antagonist 1, NOD2 RIPK2 PPI 0, ABHD5 PLIN5 PPI 4, N-glyco inh 2, MC4R ag barr -2.7, SRC2 inh -12, ABCB6 inh MLPCN 102 and Cardio protect -1.
`Nn1c(SCC(=O)Nc2nccs2)nnc1-c1cccnc1` gave HTR2A ag 7, TLR9-MyD88 block -3, MC4R antagonist 2, NOD2 RIPK2 PPI -3, ABHD5 PLIN5 PPI 4, N-glyco inh 2, MC4R ag barr 0.8, SRC2 inh 1, ABCB6 inh MLPCN 93 and Cardio protect 5.
`NS(=O)(=O)Cc1noc2ccccc12` gave HTR2A ag 9&7, TLR9-MyD88 block 0&4, MC4R antagonist 12&0, NOD2 RIPK2 PPI 7&-2, ABHD5 PLIN5 PPI 6&8, N-glyco inh 3&1, MC4R ag barr 0.1&-0.3, SRC2 inh 11&-12, ABCB6 inh MLPCN 102&98 and Cardio protect 2&-1.
O=C(NCCCN1CCCC1)Nc1cccc2ccccc12 was read as HTR2A ag -4, TLR9-MyD88 block -6, MC4R antagonist 6, NOD2 RIPK2 PPI -9, ABHD5 PLIN5 PPI -2, N-glyco inh 2, MC4R ag barr 0.4, SRC2 inh -2, ABCB6 inh MLPCN 102 and Cardio protect 13.
For Cc1ccc(NC(=O)CN2CCOCC2)cc1Cl the results were HTR2A ag -3, TLR9-MyD88 block 3, MC4R antagonist 2, NOD2 RIPK2 PPI -9, ABHD5 PLIN5 PPI -2, N-glyco inh -1, MC4R ag barr -0.5, SRC2 inh -29, ABCB6 inh MLPCN 90 and Cardio protect 5.
For O=C(CCc1nc2ccccc2c(=O)[nH]1)N1CCN(c2ccccc2Cl)CC1 the results were HTR2A ag -1, TLR9-MyD88 block 10, MC4R antagonist -1, NOD2 RIPK2 PPI -3, ABHD5 PLIN5 PPI 7, N-glyco inh 2, MC4R ag barr 2.2, SRC2 inh -7, ABCB6 inh MLPCN 95 and Cardio protect 64*.
For COc1ccc(OC)c(-c2cc(C(=O)Nc3c(C)nn(Cc4ccccc4)c3C)no2)c1 the results were HTR2A ag -1, TLR9-MyD88 block 4, MC4R antagonist 3, NOD2 RIPK2 PPI -14, ABHD5 PLIN5 PPI 5, N-glyco inh -6, MC4R ag barr -1.2, SRC2 inh -18, ABCB6 inh MLPCN 99 and Cardio protect 0.
For COc1ccc(OC2CCN(S(=O)(=O)c3ccc(C(C)=O)cc3)CC2)cc1 the results were HTR2A ag 5, TLR9-MyD88 block 10, MC4R antagonist 18, NOD2 RIPK2 PPI 5, ABHD5 PLIN5 PPI 1, N-glyco inh -2, MC4R ag barr -1.3, SRC2 inh -2, ABCB6 inh MLPCN 98 and Cardio protect 3.
Cc1ccc(N2CC(C(=O)N3CCc4ccccc43)CC2=O)cc1 (configuration not stated) was read as HTR2A ag -3, TLR9-MyD88 block 1, MC4R antagonist 9, NOD2 RIPK2 PPI -8, ABHD5 PLIN5 PPI 1, N-glyco inh 2, MC4R ag barr -0.7, SRC2 inh -13, ABCB6 inh MLPCN 94 and Cardio protect -3.
Screening CC(=O)Nc1ccc(S(=O)(=O)Nc2ccccc2C(=O)N2CCCCCC2)cc1 returned HTR2A ag -2, TLR9-MyD88 block 3, MC4R antagonist 3, NOD2 RIPK2 PPI -3, ABHD5 PLIN5 PPI 4, N-glyco inh 1, MC4R ag barr -1.6, SRC2 inh 4, ABCB6 inh MLPCN 105 and Cardio protect 3.
For CC(C)N(C(=O)[C@H]1CC(CC(=O)NCCc2ccccn2)C(=O)N2CCc3c([nH]c4ccccc34)[C@]12C)C(C)C (some centres not stated) the results were HTR2A ag 5, TLR9-MyD88 block 5, MC4R antagonist 3, NOD2 RIPK2 PPI 7, ABHD5 PLIN5 PPI -3, N-glyco inh 0, MC4R ag barr -0.1, SRC2 inh 8, ABCB6 inh MLPCN 98 and Cardio protect 3.
For Cc1ccc2ncnc(NCCCCCC(=O)O)c2c1 the results were HTR2A ag -1, TLR9-MyD88 block 2, MC4R antagonist 2, NOD2 RIPK2 PPI -14, ABHD5 PLIN5 PPI 2, N-glyco inh 0, MC4R ag barr 1.8, SRC2 inh -16, ABCB6 inh MLPCN 104 and Cardio protect 2.
`Cc1ccccc1C(=O)Nc1ccc(N2CCN(C(=O)c3ccco3)CC2)cc1` gave HTR2A ag 6, TLR9-MyD88 block -1, MC4R antagonist -3, NOD2 RIPK2 PPI 4, ABHD5 PLIN5 PPI -3, N-glyco inh -1, MC4R ag barr -2.1, SRC2 inh 5, ABCB6 inh MLPCN 96 and Cardio protect 8.
Cc1[nH]n(-c2ccccc2)c(=O)c1C1(C(F)(F)F)C(=O)N(c2ccccc2)C2=C1C(=O)CC(C)(C)C2 (configuration not stated) was read as HTR2A ag 0, TLR9-MyD88 block 7, MC4R antagonist 7, NOD2 RIPK2 PPI -1, ABHD5 PLIN5 PPI -10, N-glyco inh -1, MC4R ag barr -1.4, SRC2 inh -6, ABCB6 inh MLPCN 90 and Cardio protect 11.
Screening O=C(CCSCCC(=O)NN=Cc1ccccc1)NN=Cc1ccccc1 returned HTR2A ag 2, TLR9-MyD88 block 1, MC4R antagonist 7, NOD2 RIPK2 PPI -11, ABHD5 PLIN5 PPI 0, N-glyco inh 1, MC4R ag barr -0.2, SRC2 inh -5, ABCB6 inh MLPCN 103 and Cardio protect -2.
`COCCn1c(Cc2ccccc2)nnc1SC(C)C(=O)NC1CC1` (configuration not stated) gave HTR2A ag 3, TLR9-MyD88 block -1, MC4R antagonist 8, NOD2 RIPK2 PPI -9, ABHD5 PLIN5 PPI 2, N-glyco inh 2, MC4R ag barr -0.1, SRC2 inh 12, ABCB6 inh MLPCN 102 and Cardio protect 4.
`COc1ccc(N2CCN(C(=O)C(=O)c3cn(CC(=O)N4CCOCC4)c4ccccc34)CC2)cc1` gave HTR2A ag -3, TLR9-MyD88 block 0, MC4R antagonist -1, NOD2 RIPK2 PPI 5, ABHD5 PLIN5 PPI -3, N-glyco inh -1, MC4R ag barr -1.6, SRC2 inh -14, ABCB6 inh MLPCN 100 and Cardio protect -1.
For O=C(CCCOc1ccccc1)N1CCN(C(=O)c2ccco2)CC1 the results were HTR2A ag 7, TLR9-MyD88 block -2, MC4R antagonist -3, NOD2 RIPK2 PPI 0, ABHD5 PLIN5 PPI -1, N-glyco inh -2, MC4R ag barr -2.6, SRC2 inh -24, ABCB6 inh MLPCN 78 and Cardio protect -5.
For COc1ccc(-c2nc(C#N)c(N3CCCCC3)o2)cc1 the results were HTR2A ag -4, TLR9-MyD88 block 6, MC4R antagonist 1, NOD2 RIPK2 PPI 12, ABHD5 PLIN5 PPI 5, N-glyco inh -5, MC4R ag barr -0.4, SRC2 inh -29, ABCB6 inh MLPCN 95 and Cardio protect -5.
COc1ccc(N2C(=O)C3CCCN3C2c2cc(OC)c(OC)c(OC)c2)cc1 (configuration not stated) was read as HTR2A ag 6, TLR9-MyD88 block 0, MC4R antagonist -3, NOD2 RIPK2 PPI 2, ABHD5 PLIN5 PPI 3, N-glyco inh -5, MC4R ag barr 0.6, SRC2 inh 0, ABCB6 inh MLPCN 94 and Cardio protect -1.
For O=S1(=O)CCC(N=Cc2cc(Br)ccc2O)C1 (configuration not stated) the results were HTR2A ag 5, TLR9-MyD88 block 0, MC4R antagonist 9, NOD2 RIPK2 PPI -7, ABHD5 PLIN5 PPI 2, N-glyco inh 1, MC4R ag barr 2.2, SRC2 inh -5, ABCB6 inh MLPCN 92 and Cardio protect 70*.
Screening CC1(C(=O)NS(=O)(=O)c2cccc(F)c2)CCN1C(=O)C1CCCCC1 (configuration not stated) returned HTR2A ag 12, MC4R antagonist 5, NOD2 RIPK2 PPI -1, ABHD5 PLIN5 PPI -1, N-glyco inh -1, MC4R ag barr -0.4, SRC2 inh 10, ABCB6 inh MLPCN 100 and Cardio protect 3.
For Cc1csc(NC(=O)c2ccc(C)s2)n1 the results were HTR2A ag -3, TLR9-MyD88 block -4, MC4R antagonist 0, NOD2 RIPK2 PPI -8, ABHD5 PLIN5 PPI -12, N-glyco inh -7, MC4R ag barr 1.3, SRC2 inh -36, ABCB6 inh MLPCN 100 and Cardio protect -5.
For COc1ccccc1N1CCN(C(=O)/C=C/c2c(Cl)nc3ccccn23)CC1 the results were HTR2A ag -3, TLR9-MyD88 block 3, MC4R antagonist -14, NOD2 RIPK2 PPI 0, ABHD5 PLIN5 PPI 11, N-glyco inh 3, MC4R ag barr 1.3, SRC2 inh -1, ABCB6 inh MLPCN 97 and Cardio protect 14.
`CCOc1ccccc1NC(=O)Cn1c(=O)sc2ccccc21` gave HTR2A ag -4, TLR9-MyD88 block 6, MC4R antagonist 2, NOD2 RIPK2 PPI -9, ABHD5 PLIN5 PPI 5, N-glyco inh 0, MC4R ag barr -1.2, SRC2 inh -3, ABCB6 inh MLPCN 94 and Cardio protect 9.
Screening Cc1ccc(N=CNc2ccc(C)cc2C)c(C)c1 returned HTR2A ag 13, MC4R antagonist 5, NOD2 RIPK2 PPI -15, ABHD5 PLIN5 PPI 2, N-glyco inh 3, MC4R ag barr 1.4, SRC2 inh -67, ABCB6 inh MLPCN 96 and Cardio protect 4.
Cc1ccc2nc(-c3ccc(NC(=O)COC(=O)c4ccc(=O)[nH]c4)cc3)sc2c1 was read as HTR2A ag 3, TLR9-MyD88 block -20, MC4R antagonist 12, NOD2 RIPK2 PPI -9, ABHD5 PLIN5 PPI 5, N-glyco inh -16, MC4R ag barr 0.0, SRC2 inh -21, ABCB6 inh MLPCN 108 and Cardio protect -21.

Source: PubChem BioAssay (several laboratories)
